High-throughput results from PubChem BioAssay.
FBW7 act = human FBW7 E3 ligase activation, primary screen. hit rate 0.13% among 650,000. normalized activity (activation), % at 26.1 µM. Q969H0. AlphaScreen FBW7–phospho-cyclin E peptide binding, activator screen. AID 1259310; in the data active means normalized activity above about 1.9%;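 further: purified mutant Fbw7 with reduced substrate affinity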
MITF inh = blocks human microphthalmia-associated transcription factor; O75030; AlphaScreen MITF homodimerization, bead proximity signal; inhibition, % at 2.6 µM; hit rate 0.91% among 650,000; in the data active means inhibition above about 50%;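 further: 0% = vehicle wells with protein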
Target sequence (O75030 whole entry, looked up): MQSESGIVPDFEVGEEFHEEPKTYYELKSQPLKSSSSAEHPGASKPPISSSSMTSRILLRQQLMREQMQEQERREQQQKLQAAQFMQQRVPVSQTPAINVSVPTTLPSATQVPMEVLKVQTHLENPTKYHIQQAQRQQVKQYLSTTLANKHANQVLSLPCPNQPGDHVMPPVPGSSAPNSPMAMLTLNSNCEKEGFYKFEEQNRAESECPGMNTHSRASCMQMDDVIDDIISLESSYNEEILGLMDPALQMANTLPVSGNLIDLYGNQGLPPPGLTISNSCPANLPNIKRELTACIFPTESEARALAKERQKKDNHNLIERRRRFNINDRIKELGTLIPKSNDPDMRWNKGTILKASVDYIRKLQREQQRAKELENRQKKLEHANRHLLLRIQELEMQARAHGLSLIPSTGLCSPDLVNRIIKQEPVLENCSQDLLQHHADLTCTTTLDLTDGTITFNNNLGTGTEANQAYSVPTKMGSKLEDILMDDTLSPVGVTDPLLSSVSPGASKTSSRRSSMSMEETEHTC
GPR151 ag = activators of human GPR151. hit rate 1% among 650,000. AID 1508602. PathHunter beta-arrestin GPR151 cells, luminescence. Q8TDV0. activation, % at 11.2 µM; in the data active means activation above about 4.9%;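 further: 0% = median of compound wells and 100% = cells with positive control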
Target sequence (Q8TDV0 whole entry, looked up): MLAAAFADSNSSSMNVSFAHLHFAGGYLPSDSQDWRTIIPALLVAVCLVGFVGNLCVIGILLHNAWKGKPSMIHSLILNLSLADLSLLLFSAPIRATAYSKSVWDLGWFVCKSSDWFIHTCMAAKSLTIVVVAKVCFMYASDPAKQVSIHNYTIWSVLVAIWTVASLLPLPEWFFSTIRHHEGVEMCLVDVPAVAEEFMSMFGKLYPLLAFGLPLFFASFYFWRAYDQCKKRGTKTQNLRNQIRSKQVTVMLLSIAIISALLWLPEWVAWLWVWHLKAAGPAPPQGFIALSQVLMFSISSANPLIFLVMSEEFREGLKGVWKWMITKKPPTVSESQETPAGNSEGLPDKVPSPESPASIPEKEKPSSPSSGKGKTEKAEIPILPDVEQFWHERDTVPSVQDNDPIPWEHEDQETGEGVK
TEAD-YAP inh = TEAD-YAP interaction inhibition. inhibition, % at 9.12 µM. AID 1259422. HEK-TIYL cells, TEAD-Gal4/YAP UAS-luciferase luminescence. hit rate 1.4% among 640,000; in the data active means inhibition above about 32%;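 further: 0% = median of test compound wells and 100% = reference inhibitor wells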
An asterisk follows results filed as active. An unsorted share of the library (roughly 3.5% active in at least one column).

| smiles | FBW7 act | MITF inh | GPR151 ag | TEAD-YAP inh |
| --- | --- | --- | --- | --- |
| O=C(C1=C(O)C(=O)N(c2ccccc2)C1c1cccc([N+](=O)[O-])c1)c1ccco1 (configuration not stated) | 0.0 | 4 | 2.2 | 0 |
| CCC(CC)CN1CCc2nnc(-c3ccccc3)n2CC1 | 0.1 | -12 | 0.3 | -3 |
| COc1cccc(C(=O)N2CCN3C(=O)[C@@H]([C@H](C)O)NC(=O)[C@H]3C2)c1 | 0.2 | 14 | -0.4 | 0 |
| O=C1N/C(=C\c2cccc(C(F)(F)F)c2)C(=O)N1Cc1ccc(Cl)cc1 | -0.1 | 3 | 0.4 | 10 |
| CC(=O)N1CCC(N(CCCN2CCOCC2)C(=S)Nc2cc(F)cc(F)c2)CC1 | 0.1 | 3 | -0.3 | 11 |
| CCOC(=O)c1c(NC(=O)COC(=O)CNC(C)=O)sc2c1CCC2 | -0.1 | 4 | -0.6 | 3 |
| O=C(NCC1(c2ccccc2)CCOCC1)c1cccs1 | -0.2 | -9 | 0.6 | -5 |
| CCOc1ccc(Oc2cc(NC(=O)c3cc4n(n3)C(C(F)(F)F)CC(c3ccc5c(c3)OCO5)N4)cc([N+](=O)[O-])c2)cc1 (configuration not stated) | 0.1 | 6 | 2.0 | 13 |
| Cc1ccc(Cn2cccc2/C=C2/C(=N)N3C=CSC3=NC2=O)cc1 | -0.1 | 2 | 0.5 | 2 |
| O=c1c(Cl)cn(Cc2ccccc2)c(=O)n1Cc1ccccc1 | 0.5 | 0 | -1.4 | -2 |
| Cc1ccc(-c2nc(Nc3ccccc3C)sc2C)cc1 | -0.2 | 3 | 0.9 | -42 |
| CCOc1ccc(/C=N/NC(=O)c2cc(C)[nH]n2)c(O)c1 | 0.4 | 12 | -0.3 | -11 |
| CCN(CC)C(=O)CSc1nc2ccc(I)cc2c(=O)n1CC | -0.1 | 6 | -0.5 | 2 |
| O=C(C1=CCN(S(=O)(=O)c2ccc(F)cc2)CC1)N1CCc2ccccc21 | -0.1 | -2 | 1.7 | -20 |
| COc1ccc(N2CCN(CCCNC(=O)C3=C(C)C(=O)OC34CCCCC4)CC2)cc1 | -0.2 | 0 | 3.1 | -4 |
| CC(=O)c1ccc(NC(=O)c2ccc([N+](=O)[O-])c(C)c2)cc1 | -0.1 | 9 | -0.8 | -45 |
| Cc1ccc(NC(=O)c2sc3[nH]c(=S)n(N)c(=O)c3c2C)c(C)c1 | -0.2 | 3 | -0.1 | -10 |
| O=C(c1ccccc1NS(=O)(=O)c1ccc(F)c(F)c1F)N1CCCC1 | -0.1 | -4 | 1.3 | -2 |
| CC(C)OC(=O)COc1c(-c2ccco2)oc2ccccc2c1=O | 0.0 | -2 | -0.8 | -4 |
| O=c1oc2cc(O)ccc2cc1-c1nnc(Nc2ccc(Oc3ccc(Cl)cc3)cc2)s1 | 0.0 | 6 | -0.6 | -7 |
| Cc1ccc(N2C(=O)CC(Sc3nc(C)c(C)c(C)c3C#N)C2=O)cc1 (configuration not stated) | 0.5 | -25 | -0.6 | 15 |
| CC(=O)Oc1ccccc1-c1nc2s/c(=C\c3ccc(OCc4ccccc4)cc3)c(=O)n2n1 | 0.5 | 12 | 2.2 | 13 |
| CC(C)N(CCNc1nc(-c2ccc(C(=O)NC3CC3)cc2)nc2c1ncn2C1CCCCC1)C(C)C | -0.1 | 2 | -2.1 | 0 |
| COc1ccc(NC(=O)CSc2nc3[nH]ncc3c(=O)[nH]2)cc1OC | -0.1 | 1 | 1.8 | 5 |
| CCSC1=C(C#N)C(c2cccc(Cl)c2)CC(=O)N1 (configuration not stated) | 0.0 | -4 | -1.3 | -6 |
| O=C(Nc1ccc2c(c1)OCO2)c1ccc2nc(NC3CCC(O)CC3)sc2c1 (configuration not stated) | -0.1 | -10 | -1.5 | -10 |
| CC(=O)N1CCN(c2ccc(NC(=O)c3cccc(Br)c3)cc2)CC1 | -0.1 | 5 | -0.3 | -53 |
| CCOc1ccc(NC(=O)C(NS(=O)(=O)c2cccc3nsnc23)C(C)C)cc1 (configuration not stated) | -0.1 | 1 | -0.3 | -9 |
| COc1ccc(NC(=O)CN2CCN(S(=O)(=O)c3ccc(C(C)C)cc3)CC2)cc1OC | 0.1 | 9 | 1.3 | 10 |
| Cc1ccc(S(=O)(=O)N(c2ccc(S(=O)(=O)N3CCCC3)cc2)C(F)F)cc1 | -0.2 | -4 | -2.1 | 3 |
| CN(C)c1ccc(N2C(=O)/C(=C/c3ccc(-c4cc(Cl)ccc4Cl)o3)C=C2c2ccccc2)cc1 | 0.1 | 1 | -0.1 | 4 |
| O=C(Cn1c(CO)cnc1SCc1ccccc1Cl)NC1CCCC1 | 0.0 | 4 | -0.4 | 1 |
| CC(=O)c1ccc(NC(=O)CSc2nnc(-c3ccoc3C)n2CC(C)C)cc1 | -0.1 | 9 | 0.0 | -78 |
| CCCCN1C(=O)CCC1CCNCc1ccc(F)cc1 (configuration not stated) | 0.1 | -5 | 0.7 | -1 |
| O=C(O)Cn1ncc2c3ccccc3n(Cc3ccccc3)c2c1=O | 0.0 | 5 | 1.2 | 8 |
| CCOCCn1cnc2sc(C(=O)Nc3ccccc3OC)c(C)c2c1=O | 0.1 | 15 | -1.2 | 14 |
| COc1ccc(/C=C/C(=O)Oc2ccc(F)cc2)cc1 | -0.1 | -13 | -1.2 | -4 |
| Cc1[nH]c2ccccc2c1CCN1C(=O)C2CCCCC2C1=O (configuration not stated) | 0.2 | 3 | -1.0 | 6 |
| CC1CCN(c2nc3ccc(C(=O)NCCCN4CCCCC4C)cc3s2)CC1 (configuration not stated) | -0.1 | -10 | -0.4 | -44 |
| CCCc1ccc(-c2ccc(C(=O)Oc3ccc(C)nc3)cc2)nc1 | 0.1 | 2 | -0.7 | 28 |
| O=c1c(-c2ccc(Cl)cc2)c(N2CCN(C3CCCC3)CC2)c1=O | -0.1 | 4 | -2.7 | 11 |
| CC(C)C(=O)Nc1nnc(-c2ccco2)o1 | -0.1 | 3 | -0.4 | 10 |
| CCCNc1nc(-c2cccs2)nc2c1ncn2CCN1CCCC1=O | 0.5 | 2 | -2.6 | 1 |
| CC(C)(CO)NC(=O)C(c1ccccc1)c1ccccc1 | 0.1 | 11 | -0.7 | -4 |
| Cc1ccc(NC(=S)N(CCCN2CCOCC2)Cc2ccco2)cc1 | 0.5 | 8 | 0.7 | -3 |
| O=C(NNC(=O)C1CC1(c1ccccc1)c1ccccc1)Nc1ccccc1 (configuration not stated) | 0.1 | 3 | -0.3 | 5 |
| CNc1nc2c(S(=O)(=O)c3ccccc3)nnn2c2ccccc12 | 0.1 | 6 | -1.2 | 6 |
| CC(=O)c1c(C)[nH]c(C(=O)Nc2cccc(C)n2)c1C | -0.2 | -7 | -1.1 | -13 |
| COc1ccc(CN2CCC3(CCC(CNC(=O)c4ccnn4C)O3)CC2)c(C)c1C (configuration not stated) | -0.1 | -5 | 0.9 | -6 |
| CC(C)Cn1cnc2sc3c(c2c1=O)CCC(NCCCc1ccncc1)C3 (configuration not stated) | -0.3 | 4 | -0.3 | 0 |
| Cc1nnc(SCC(N)=O)n1-c1cccc(C#N)c1 | 0.1 | -15 | 0.0 | -2 |
| COC(=O)C1=C(C(=O)OC)SC(=C2C(=S)C(C)(C)N(C(=O)c3ccc(F)cc3)c3ccc(OC)cc32)S1 | 0.0 | 12 | -0.7 | -1 |
| CC1=C(C(=O)Nc2ccccc2)C(c2ccco2)C(C#N)=C(SCc2ccccc2Cl)N1 (configuration not stated) | 0.0 | 9 | 0.7 | 0 |
| O=C(Cn1cnc([N+](=O)[O-])n1)Nc1c(F)cc(F)cc1Br | 0.4 | 3 | -0.2 | 2 |
| CCOc1ccc(-c2ccc(SCC(=O)Nc3ccc(C(C)=O)cc3)nn2)cc1 | -0.2 | 6 | -2.0 | -26 |
| CCOC(=O)c1sc(NC(=O)c2cc(F)c(F)c(F)c2F)nc1C | 0.2 | 19 | -2.5 | 31 |
| Cc1nc2ccc(C(=O)N/N=C/c3ccccc3O)cc2[nH]1 | 0.0 | -15 | -0.6 | -39 |
| CCc1cc2cc(C)cc(C)c2nc1SCC(N)=O | 0.1 | 12 | -0.6 | 8 |
| Cc1ccc(C2C(=O)N(C3CCCC(C)C3C)CC(=O)N2C2CCCCC2)cc1 (configuration not stated) | -0.3 | 4 | -0.4 | -12 |
| COc1ccc(CNCCN2CCOCC2)cc1 | -0.1 | -5 | -0.6 | -5 |

Entries shown so far that have a nitro group on carbon:
| smiles | FBW7 act | MITF inh | GPR151 ag | TEAD-YAP inh |
| --- | --- | --- | --- | --- |
| O=C(C1=C(O)C(=O)N(c2ccccc2)C1c1cccc([N+](=O)[O-])c1)c1ccco1 (configuration not stated) | 0.0 | 4 | 2.2 | 0 |
| CCOc1ccc(Oc2cc(NC(=O)c3cc4n(n3)C(C(F)(F)F)CC(c3ccc5c(c3)OCO5)N4)cc([N+](=O)[O-])c2)cc1 (configuration not stated) | 0.1 | 6 | 2.0 | 13 |
| CC(=O)c1ccc(NC(=O)c2ccc([N+](=O)[O-])c(C)c2)cc1 | -0.1 | 9 | -0.8 | -45 |
| O=C(Cn1cnc([N+](=O)[O-])n1)Nc1c(F)cc(F)cc1Br | 0.4 | 3 | -0.2 | 2 |

Next structures.
| smiles | FBW7 act | MITF inh | GPR151 ag | TEAD-YAP inh |
| --- | --- | --- | --- | --- |
| CCOc1ccc(CCC(=O)O)cc1OCC | 0.1 | -14 | 2.1 | -5 |
| Cc1nnc(NC(=O)c2ccc(=O)n(C)n2)s1 | 0.0 | -4 | 0.1 | 6 |
| N#Cc1c(-c2ccccc2)cc(-c2cccs2)nc1SCC(O)CN1CCOCC1 (configuration not stated) | -0.1 | 16 | 0.1 | 14 |
| COC(=O)c1ccc(NC(=O)CSc2nnc(COc3c(C)cccc3C)o2)cc1 | 0.2 | 2 | -1.4 | 13 |
| O=C(OCC(=O)N1CCc2ccccc21)c1ccccc1Br | -0.1 | 8 | 0.0 | -34 |
| CC(=O)Oc1ccc2occ(C(=O)c3ccc(C)cc3)c2c1 | 0.1 | -8 | -4.3 | 41* |
| Cc1cc2ncc(C(=O)c3ccccc3O)cn2n1 | 0.1 | 22 | -2.7 | 2 |
| Cc1ccc(S(=O)(=O)N/N=C/c2cccnc2)cc1 | 1.1 | 23 | 3.2 | -2 |
| O=C(NCCCc1ccccc1)N1CCN(Cc2nc3ccccc3[nH]2)CC1 | 0.1 | 5 | -0.2 | 18 |
| O=C(COC(=O)CNC(=O)C1CCCCC1)Nc1ccccc1OC(F)F | 0.0 | -3 | 1.4 | -1 |
| COC(=O)c1ccc(C2C3=C(CC(c4ccc(C)cc4)CC3=O)Nc3ccccc3N2C(=O)C2CC2)cc1 (configuration not stated) | 0.3 | 19 | -0.5 | -5 |
| O=C(Nc1ccc(O)c(-c2nc3ccccc3s2)c1)c1cc2ccccc2o1 | 0.0 | 7 | 0.4 | -3 |
| COC(=O)c1c(NC(=O)COc2ccccc2OC)sc2c1CCC2 | -0.1 | 2 | -0.5 | -2 |
| CCOC(=O)C1=C(C)N=c2s/c(=C\c3ccc(-c4ccc(C(=O)O)cc4)o3)c(=O)n2C1c1ccc(Cl)cc1 (configuration not stated) | -0.2 | -5 | -0.5 | 1 |
| CC(=O)C1=C(O)C(=O)N(c2ccc(OCC(=O)O)cc2)C1c1ccc(F)cc1 (configuration not stated) | -0.2 | 2 | -0.4 | -2 |
| Cc1cc(C)n(CCNC(=O)CCC2(Cc3ccc(-c4ccccc4)cc3)CCC(=O)N2)n1 (configuration not stated) | -0.1 | 20 | -0.3 | 3 |
| COc1ccc(CCNC(=O)c2csc(N3CCC(N4CCOCC4)CC3)n2)cc1 | -0.1 | -15 | 2.7 | 2 |
| COc1ccc(CNC(=O)C(=O)NC(C)C(c2cccs2)N2CCN(C)CC2)cc1 (configuration not stated) | 0.8 | 16 | -0.4 | 7 |
| Cc1ccc(NC(=O)CSc2ccc(Cl)cc2)c(C)c1 | 0.5 | 11 | 0.6 | 4 |
| CC(C)c1c(O)c2ccccc2[nH]c1=O | 0.2 | 14 | -1.6 | 0 |
| CS(=O)(=O)c1cnc2ncnn2c1C1CCCN(C(=O)C2=Cc3ccccc3OC2)C1 (configuration not stated) | -0.2 | 16 | 0.7 | 8 |
| O=C(Nc1ccc2c(c1)OCO2)C(c1ccccc1)N1CCN(C(=O)c2ccco2)CC1 (configuration not stated) | -0.1 | -7 | -1.3 | -9 |
| Cc1cccc(NC(=O)Nc2ccc(C(F)(F)F)cc2)c1 | 0.2 | 0 | 0.3 | -9 |
| COc1ccc(C(=O)N2CCCC(c3nnc(C)s3)C2)cc1 (configuration not stated) | 0.3 | -2 | 2.6 | -11 |
| O=C(Cn1cnc2c(cnn2-c2ccc(Cl)cc2)c1=O)OCc1ccccc1 | 0.1 | -6 | 1.4 | -2 |
| Cc1nc(SCC(=O)Nc2cccc(F)c2)c2c(C)c(C)sc2n1 | -0.1 | 9 | 2.8 | 3 |
| O=[N+]([O-])c1cc(SC2CCCCC2)c2c(C3OCCO3)nn(-c3ccccc3)c2c1 | 0.1 | 12 | 0.8 | 3 |
| COc1cc(N2CCOCC2)ccc1Nc1cc(NCc2ccccn2)c(C(F)(F)F)cn1 | 0.5 | 12 | -1.1 | -12 |
| O=C(CSc1ccccn1)Nc1ccccc1Br | -0.2 | -3 | -1.4 | -3 |
| COc1cc(CN2CCN(C3CCN(C(C)C)CC3)C(CCO)C2)ccc1F (configuration not stated) | -0.2 | -5 | -1.7 | -5 |
| COc1cc(OC)cc(C(=O)Nc2nnn(C)n2)c1 | -0.2 | -5 | 0.1 | 5 |
| CCCCOC(=O)Oc1cc2oc(=O)sc2cc1Br | -0.5 | -7 | -0.2 | 14 |

Look-ups from above.
For GPR151 ag, O=C1N/C(=C\c2cccc(C(F)(F)F)c2)C(=O)N1Cc1ccc(Cl)cc1 shows 0.4
For GPR151 ag, CC(=O)c1ccc(NC(=O)c2ccc([N+](=O)[O-])c(C)c2)cc1 shows -0.8
